A549 tox = kills or reduces viability of A549 cells in Nrf2 counter-screen. Potency, µM (doses to about 46 µM), for inactives: at the highest dose activity change, negative = cytotoxicity, hits mostly inhibitors. 0.16% of 390,000 active. A549 ARE-Fluc cells, CellTiter-Fluor viability, 18-24 h; also: potency is read from the fitted curve at half-maximal effect; % is scaled to controls: 0 for no effect and ±100 for the full control effect
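A549 ARE_Fluc cells in 5% FBS OPTI-MEM were exposed to compounds in concentration-response for 18-24 h at 37 deg C. Viability was read by CellTiter-Fluor fluorescence (Ex 405/Em 525) after 30 min, before the luciferase read.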
CCT chaperon mod = changes cytosolic chaperonin activity; purified chaperonin ATPase assay, HTRF ADP detection, 30 min; activity change, % (concentration not given with the values), hits read low; 0.3% of 360,000 active; AID 651819; in the data active = activity change below about -30%; also: % is scaled to controls: 0 for no effect and ±100 for the full control effect
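We incubate TRiC, 40 or 20 nM final, with library compounds at 76 uM and 10 uM ATP for 30 min at 37 °C. ADP formed is detected with Transcreener HTRF reagents after 30 min at room temperature.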
Abeta yeast res = compounds reversing amyloid beta toxicity in yeast. yeast expressing A-beta42, growth rescue, OD600, 48 h; response scale: 0% DMSO, 100% iron-clioquinol control. Potency, µM (doses to about 46.1 µM), for the others: at the top dose growth rescue, actives largely listed as activators. 0.063% of 410,000 active. AID 1347071; also: potency is read from the fitted curve at half-maximal effect; nearly all actives have a fitted effect of over 55% in size
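Yeast growth medium received pinned compounds, then yeast cells expressing toxic A-beta were added; plates incubated at 30 C for 48 hr. Growth read as absorbance at 600 nm, normalized to DMSO and equimolar FeCl3 plus clioquinol controls.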
HepG2 viability = kills HepG2 cells in TGF-b inhibitor counter-screen; HepG2 CAGA-GFP viability, ATP luminescence, 18 h; Potency, µM (doses to about 46.1 µM), without a hit: top-dose activity change, negative = cytotoxicity, actives largely listed as cytotoxic; 0.76% of 410,000 active; AID 588856; also: potency is read from the fitted curve at half-maximal effect; some results filed as inactive show a strong effect at the top dose
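HepG2 CAGA-GFP cells (1000/well, DMEM with 1% FBS) received compound, then TGF-beta at 500 pg/mL final, and were incubated 18 hours at 37 degrees C. Viability was read by CellTiter-Glo luminescence. Media-only wells were set as complete cell-killing and DMSO as no toxicity.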
pAkt inh = Akt phosphorylation inhibition. AID 651550. Neuro2A IGF-stimulated pAkt S473 HTRF, 20 min; hits give low values. 0.32% of 360,000 active. activity change, % for hits at 50 µM; in the data active = activity change below about -80%; inconclusive = mostly about -51% to -80%; also: % is scaled to controls: 0 for no effect and ±100 for the full control effect
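Single-point screen (50 µM final compound) in Neuro2A cells stimulated 20 min with 6 nM IGF at 37 deg C. After lysis, Ser473-phosphorylated Akt read by HTRF (ex 330 nm, em 615/665 nm) as the 665/615 ratio.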
Mm-Cpn inhibitor = blocks the Methanococcus maripaludis chaperonin Mm-Cpn; 0.031% of 330,000 active; purified Mm-Cpn ATPase, ADP Transcreener TR-FRET; Potency, µM (series often up to 76.9 µM), for the others: at the highest dose activity, negative = inhibition, hits mostly inhibitors; also: potency is read from the fitted curve at half-maximal effect; % is scaled to controls: 0 for no effect and ±100 for the full control effect; nearly all actives have a fitted effect of over 80% in size
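Quantitative HTS used 25 nM Mm-CPN and 10 uM ATP in magnesium/KCl Tris buffer, pH 7.4, with 1 mM DTT. Hydrolysis ran 30 min at 37°C; ADP was read by HTRF.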
Nrf2 ARE act = Nrf2 pathway activation. Potency, µM (highest dose often 46.1 µM), without a hit: top-dose activation, most hits filed as activators. AREc32 ARE-luciferase reporter (MCF7-derived line), luminescence, 24 h. 0.31% of 410,000 active; also: potency is read from the fitted curve at half-maximal effect; % of control where 0% means no effect; nearly all actives have a fitted effect of over 65% in size
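For detection, Steady-Glo was added and plates sat 30 min at RT; before that, AREc32_Fluc cells grown overnight in OPTI-MEM/5% FBS had been treated with 23 nL compound for 24 hr at 37 deg C.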
TGFb inhibitor = inhibitors of TGF-b signaling; HepG2 CAGA-GFP TGF-b/SMAD3 reporter, GFP fluorescence, 18 h; TGF-beta stimulated, 500 pg/mL final; AID 588855; Potency, µM (doses to about 46.1 µM), inactives show top-dose activity, negative = inhibition, actives largely listed as inhibitors; 1.2% of 410,000 active; also: potency is read from the fitted curve at half-maximal effect; % is scaled to controls: 0 for no effect and ±100 for the full control effect; nearly all actives have a fitted effect of over 65% in size
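Inhibition was scored as loss of TGF-beta-induced (500 pg/mL final, 18 hours, 37 degrees C) GFP in HEPG2 cells carrying a CAGA-GFP reporter, in DMEM with 1% FBS. Well GFP was summed per cell; Activity was normalised to unstimulated and stimulated DMSO wells, then concentration-response fitting.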
Nrf2 block = Nrf2 pathway inhibition; A549 ARE-Fluc reporter, luciferase luminescence, 18-24 h; Potency, µM (series often up to 46 µM), for the others: at the top dose activity change, negative = inhibition, hits mostly inhibitors; 2.1% of 360,000 active; also: potency is read from the fitted curve at half-maximal effect; % is scaled to controls: 0 for no effect and ±100 for the full control effect; nearly all actives have a fitted effect of over 60% in size
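Concentration-response testing used A549 ARE_Fluc cells at 5000 cells/well. Following an 18-24 h compound incubation, viability was read by fluorescence (Ex 405/Em 525) and luciferase output by luminescence.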
* = called active by the depositor; i = inactive; ? = inconclusive; . = no result given; [ ] = dose if it differs, or a comment. Unless noted, calls follow the shape of the dose curve; as a rule, active = well fitted curve in the direction sought with a large enough effect; inconclusive = small, poorly fitted or top-dose-only effect, or another doubt; inactive = no such curve, though single readings can be large; an effect the other way counts as inactive or inconclusive. Compounds as they come (roughly 4.3% active in at least one column).

SMILES | A549 tox | CCT chaperon mod | Abeta yeast res | HepG2 viability | pAkt inh | Mm-Cpn inhibitor | Nrf2 ARE act | TGFb inhibitor | Nrf2 block
Cc1nn(C)cc1C(C(=O)NC1CCCCC1)N(Cc1ccc(F)cc1)C(=O)c1cnccn1 (stereo unspecified) | -8% | -0.7 | -16% | -14% | i | -5% | -0.6% | 1% | -3%
COc1ccc(NC(=O)CSC2=Nc3ccccc3C3=NC(CCC(=O)NCCc4ccccc4)C(=O)N23)cc1 (stereo unspecified) | 1% | . | -2% | -8% | . | . | -0.4% | 23% | .
CCCOc1ccc(/C=C/C(=O)Nc2ccc([N+](=O)[O-])cc2)cc1 | -20% | -6.1 | 4% | -10% | i | 0% | 2.9% | 0% | 23µM*
COc1ccc(-c2[nH]ncc2CN2CCCO2)c(F)c1 | 7% | -0.4 | 19% | 11% | i | 0% | -1.5% | 1% | 7%
CCN(C(=O)CSc1nccc(=O)[nH]1)c1cccc2ccccc12 | 0% | 1.3 | -4% | -37% | i | 0% | 0.3% | 5% | 14%
COc1ccc(C)cc1NC(=O)c1ccc(S(=O)(=O)N2CCCCC2)cc1 | -6% | 0.5 | -3% | -6% | i | 0% | 5.3% | -13% | -15%
Cc1csc2nc(CNC(=O)c3ccco3)cn12 | -1% | -1.4 | 0% | -16% | i | 0% | 4.3% | -2% | ?
Cc1ccc(-c2ccc(/C=C(\C#N)C(N)=S)n2C)cc1 | 1% | 1.1 | 3% | 5% | i | -1% | 3.9% | -5% | ?
Cc1noc(NS(=O)(=O)c2ccc(NC(=O)c3ccc(Cl)c(S(=O)(=O)N(C)c4ccccc4)c3)cc2)c1C | -1% | -0.1 | -3% | 5% | i | 2% | -0.4% | -9% | 2%
S=C1CCC(c2ccc(Br)cc2)=NN1c1ccccc1 | 16% | -3.2 | 8% | -37% | i | -2% | 3.1% | 0% | 9%
COC(=O)CSc1nnc(-c2ccc(NS(=O)(=O)c3ccccc3)cc2)o1 | -7% | 0.7 | 0% | -4% | -111%* | -1% | 0.0% | ? | ?
CCc1ccc(S(=O)(=O)c2cn(C)c3cc(N4CCOCC4)c(F)cc3c2=O)cc1 | -3% | . | -3% | 11% | . | . | -0.6% | 16% | -3%
O=S(=O)(NCC1OCCc2ccccc21)c1ccccc1 (stereo unspecified) | 0% | 0.4 | -7% | -2% | i | 0% | -0.7% | 8% | -9%
Cc1cccc(C)c1OCCNC(=O)OCc1ccccc1 | 4% | -2.9 | 0% | -11% | i | 1% | -0.2% | ? | 2%
CC(=O)NC(Cc1ccccc1)C(=O)OCC(=O)c1ccc(F)cc1 (stereo unspecified) | 1% | -1.5 | 9% | 7% | i | ? | 0.3% | -15% | 10%
COc1ccccc1C(C(C(=O)c1ccccc1)N1CCOCC1)N1CCOCC1 (stereo unspecified) | -1% | 0.2 | 22% | 11% | i | . | -0.7% | 4% | 19%
CC(C)C[C@H](NC(=O)c1nc[nH]c1C(=O)NC1CCNCC1)C(=O)OC(C)(C)C | -23% | -0.3 | 0% | 5% | i | 0% | -1.2% | ? | 13%
Cc1cc(C(=O)NCCCN2CC(C)CC(C)C2)n(-c2ccccc2)n1 (stereo unspecified) | 0% | -2.6 | 0% | -21% | i | 0% | -1.5% | -1% | -11%
CN1C(=O)Cc2cc(S(=O)(=O)CCC(=O)N3CCN(c4ccccc4F)CC3)ccc21 | 7% | . | -9% | -35% | . | . | 3.2% | -19% | 26%
Cc1ccc2nc(SCC(=O)c3ccccc3)nc(=O)n2c1 | -1% | 0.2 | -20% | 3% | i | 0% | 2.6% | -8% | 13%
CCCCCOc1ccc(Cn2c(=O)oc3ccccc32)cc1 | -2% | . | -12% | -2% | . | . | 0.7% | -10% | 2%
O=C(Nc1ccccc1N1CCOCC1)c1cc(Br)c(Br)s1 | 2% | -1.0 | 8% | 4% | i | 1% | -0.2% | 3% | 8%
COc1ccc(C(=O)NCc2ccc3c(c2)cc(C)n3C)cc1OC | 3% | -1.2 | -1% | -1% | i | ? | -0.3% | 1% | ?
CCCn1cc(CN2CCCC(C(=O)c3cccc(OC(C)C)c3)C2)c(C)n1 (stereo unspecified) | -2% | -1.2 | 5% | -27% | i | 2% | 0.0% | -19% | -10%
COc1cccc2c(=O)c3c(oc12)CCCC3 | . | -1.8 | -13% | -8% | i | . | 0.2% | -9% | .

Look-ups from above:
CC(C)C[C@H](NC(=O)c1nc[nH]c1C(=O)NC1CCNCC1)C(=O)OC(C)(C)C in HepG2 viability: 5%
Cc1cc(C(=O)NCCCN2CC(C)CC(C)C2)n(-c2ccccc2)n1 (stereo unspecified) in Mm-Cpn inhibitor: 0%

Molecules shown so far that contain bromine:
SMILES | A549 tox | CCT chaperon mod | Abeta yeast res | HepG2 viability | pAkt inh | Mm-Cpn inhibitor | Nrf2 ARE act | TGFb inhibitor | Nrf2 block
S=C1CCC(c2ccc(Br)cc2)=NN1c1ccccc1 | 16% | -3.2 | 8% | -37% | i | -2% | 3.1% | 0% | 9%
O=C(Nc1ccccc1N1CCOCC1)c1cc(Br)c(Br)s1 | 2% | -1.0 | 8% | 4% | i | 1% | -0.2% | 3% | 8%

Additional structures follow.
SMILES | A549 tox | CCT chaperon mod | Abeta yeast res | HepG2 viability | pAkt inh | Mm-Cpn inhibitor | Nrf2 ARE act | TGFb inhibitor | Nrf2 block
CNC(=O)[C@@H]1CCC(=O)N1 | -2% | 0.1 | 6% | -3% | i | 3% | -0.4% | -9% | 3%
COc1ccccc1Nc1nn2c(=O)c3ccc(C(=O)NCCCOC(C)C)cc3nc2s1 | -6% | . | -13% | -40% | . | . | -1.1% | ? | -19%
COCCNC(=O)C(c1cccc(OC)c1)N(Cc1cccs1)C(=O)Cn1nnc2ccccc21 (stereo unspecified) | -7% | -7.9 | 1% | 0% | i | 0% | -0.1% | 1% | -12%
Cc1ccccc1COc1ccc2oc(C)c(C(=O)O)c2c1 | 0% | -2.0 | 10% | 5% | i | 1% | -0.3% | 6% | -7%
COc1ccc(C(=O)Nc2ccc(S(=O)(=O)Nc3onc(C)c3C)cc2)c(OC)c1 | -1% | -35* | -4% | 7% | i | 3% | 1.9% | 5% | -2%
O=C1c2ccccc2C(=O)N1CCc1csc(-c2cccc(F)c2)n1 | -1% | -0.8 | -14% | -18% | i | -3% | 0.1% | 2% | -29%
CC/C(=N\O)C(C)(C)/[N+]([O-])=C/c1ccc(Br)cc1 | 3% | -1.4 | -5% | 1% | i | -1% | -0.2% | -19% | 5%
CCOC(=O)Cn1nc(C)c([N+](=O)[O-])c1C | 14% | -1.1 | -10% | -1% | i | 2% | 0.6% | -6% | 11%
OCC[C@@H]1C[C@H](O)[C@@H](O)[C@]2(Cc3ccccc3CO2)O1 | -4% | 1.2 | 3% | 14% | i | 0% | 0.0% | 19% | -9%
CNC(=O)COc1cccc(C(=O)NCc2ccccc2)c1 | 3% | -1.8 | -18% | 7% | i | 0% | -1.2% | 3% | -5%
CCn1cc2nc(SCC(=O)Nc3ccccc3F)n(Cc3ccccc3)c(=O)c2n1 | 1% | 0.1 | . | 8% | i | 4% | -0.1% | -8% | 0%
CCCc1cc(=O)[nH]c(Nc2cc(C)ccc2OC)n1 | 2% | . | -8% | -1% | . | . | 3.9% | -13% | 9%
O=C(NCCCN1CCOCC1)c1[nH]c(C(F)(F)F)nc1-c1ccccc1 | . | 1.8 | -10% | -14% | i | . | 0.5% | -4% | .
Cc1ccc(CSCCNC(=O)c2ccc(C)cc2)cc1 | 1% | 0.5 | -30% | -17% | i | -1% | -0.1% | -6% | 26%
CCc1ccccc1Oc1nc(NCc2ccccc2)nc2ccsc12 | . | 0.5 | 5% | -26% | i | . | 2.5% | 11µM* | .
Cc1ccc(OCC(=O)NN=C2C3CC4CC(C3)CC2C4)cc1 | -1% | -2.8 | -8% | 6% | i | -1% | 0.3% | 14% | 4%
O=C(COC(=O)C1CC(=O)N(Cc2ccccc2)C1)Nc1ccccc1F (stereo unspecified) | 0% | -1.0 | 12% | -4% | i | 1% | -0.1% | ? | 7%
Cc1c(Cl)cnc(NC(=O)COC(=O)c2ccc(S(=O)(=O)NCc3ccco3)cc2)c1Cl | -4% | -3.0 | 10% | 7% | i | -1% | -0.5% | 4% | 11%
Cn1nnnc1SCC(=O)NCc1cc([N+](=O)[O-])ccc1O | -12% | -0.4 | 6% | 6% | i | -1% | -1.8% | -6% | 0%
COCCNS(=O)(=O)c1cc(Br)ccc1OC | 0% | -2.4 | 2% | 1% | i | -1% | -0.4% | -4% | -30%
CCNC(=O)CC1C(=O)N(c2ccc(F)cc2)C(=S)N1CCc1ccncc1 (stereo unspecified) | -2% | -0.7 | -3% | 2% | i | -2% | 4.4% | -4% | -4%
O=C(Cc1coc2ccc3ccccc3c12)Nc1nccs1 | 4% | 0.4 | ? | -15% | i | -8% | 3.7% | -3% | -15%
CC1CCN(C(c2ccc(N(C)C)cc2)c2nnnn2C(C)(C)C)CC1 (stereo unspecified) | -4% | -0.9 | 15% | 4% | i | -1% | 0.0% | -1% | .
COCCNC(=O)C1(C)CCCN(Cc2ccc(-n3ccnc3)cc2)C1 (stereo unspecified) | . | -1.0 | -9% | 1% | i | . | 0.3% | 1% | .
O=C(O)c1ccccc1C1=Nc2ccc(O)cc2Oc2cc(O)ccc21 | -2% | -1.5 | 12% | 5% | i | 1% | 0.0% | 82%[activator] | 3%
CCOc1ccc(-n2cc(C(=O)Nc3cccc(OC)c3)c3cc(OC)c(OC)cc3c2=O)cc1 | ? | -2.1 | 14% | 5% | i | -7% | 0.4% | 0% | -19%
CCCCCCCCCC(=O)NNC(=O)c1c(O)c2ccccc2n(CC)c1=O | -18% | -0.2 | -33%[inhibitor] | 2% | i | 0% | 0.7% | ? | ?

Screening data (PubChem BioAssay)
